Screening data: PubChem BioAssay, Johns Hopkins Ion Channel Center
KCNQ2 inh: KCNQ2 channel blockers in CHO-K1 cells – cell-based, FluxOR thallium flux, B-score, primary screen (AID 2156). O88943. 20 min; active compounds read low. B-score at 10 µM. actives 1.1% (n = 310,000);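 active means fluorescence ratio B-score at most minus 3 library SDs, with starting brightness B-score within 2 library SDs, cut at about -5.5 in these data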
Target sequence (O88943 whole entry, looked up): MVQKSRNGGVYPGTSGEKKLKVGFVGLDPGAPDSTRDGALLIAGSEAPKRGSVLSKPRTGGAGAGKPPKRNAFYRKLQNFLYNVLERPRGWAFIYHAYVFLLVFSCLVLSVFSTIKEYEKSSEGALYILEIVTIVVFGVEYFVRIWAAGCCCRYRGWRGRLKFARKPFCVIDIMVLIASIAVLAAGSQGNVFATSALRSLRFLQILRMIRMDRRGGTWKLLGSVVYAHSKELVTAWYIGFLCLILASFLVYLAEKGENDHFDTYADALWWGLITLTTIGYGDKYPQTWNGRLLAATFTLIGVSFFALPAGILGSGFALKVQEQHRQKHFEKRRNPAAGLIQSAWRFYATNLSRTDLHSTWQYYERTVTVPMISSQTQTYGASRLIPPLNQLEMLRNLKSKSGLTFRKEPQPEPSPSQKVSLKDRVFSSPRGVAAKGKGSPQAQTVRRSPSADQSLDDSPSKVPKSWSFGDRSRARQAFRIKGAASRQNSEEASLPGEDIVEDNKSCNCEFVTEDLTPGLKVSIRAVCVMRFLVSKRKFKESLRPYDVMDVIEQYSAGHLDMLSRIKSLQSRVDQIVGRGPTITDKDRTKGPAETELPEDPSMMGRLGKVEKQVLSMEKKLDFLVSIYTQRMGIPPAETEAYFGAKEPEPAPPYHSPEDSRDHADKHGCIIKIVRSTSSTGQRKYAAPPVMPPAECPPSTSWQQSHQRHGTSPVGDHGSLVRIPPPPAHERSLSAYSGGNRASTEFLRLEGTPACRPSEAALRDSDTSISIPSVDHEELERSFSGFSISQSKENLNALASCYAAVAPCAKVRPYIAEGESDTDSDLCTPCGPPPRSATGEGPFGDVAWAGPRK
CHT inh: inhibits the human high affinity choline transporter; Q9GZV3; CHT-expressing cells, membrane potential dye, choline response; active compounds read low; B-score at 10 µM; actives 0.86% (n = 310,000); AID 488975;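 active means B-score over 3 SD under the library average, and starting fluorescence ratio not unusually high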;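 further: choline stimulus applied at its EC90 after an EC20 pre-addition; B-score computed on integrated fluorescence ratio after choline addition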
* hit, by the source's call; i = inactive; . = not tested or not shown. Rows were taken by chance; overall some 1.9% were active at least once.

No.	SMILES	KCNQ2 inh	CHT inh
1	CC(C)Cn1c(N)c(C(=O)COC(=O)Cc2cccs2)c(=O)n(C)c1=O	i	i
2	O=C(NCC1CCCO1)c1ccc(NC(=O)c2cccc([N+](=O)[O-])c2)cc1 (configuration not stated)	i	i
3	CNC(=O)c1nnc(Cc2ccc(Cl)cc2)o1	i	i
4	O=C(O)c1ccc(/C=C2\COc3ccccc3C2=O)cc1	i	-6.8*
5	COc1cc(OC)cc(-c2nnc(SCC(=O)N3c4ccccc4Sc4ccccc43)o2)c1	i	i
6	O=C(Cc1ccccc1[N+](=O)[O-])N1CCN(c2ccc(F)cc2)CC1	i	i
7	CCC(C)(C)NC(=O)Cc1ccc(C)cc1	i	i
8	CCCCNC(=O)O[C@H]1C[C@@H]2CCN3C(=O)CCC[C@H]([C@H]1Cc1ccccc1)[C@H]23	i	i
9	COc1ccc(S(=O)(=O)Nc2ccc(Oc3ncccn3)c(Cl)c2)cc1	i	i
10	COc1cccc(CC2(CO)CCN(Cc3cn(C)nc3C)CC2)c1	i	i

Printed as active in CHT inh (from the list above):
No.	SMILES	KCNQ2 inh	CHT inh
4	O=C(O)c1ccc(/C=C2\COc3ccccc3C2=O)cc1	i	-6.8*

Following part
No.	SMILES	KCNQ2 inh	CHT inh
11	O=C1CCCN1S(=O)(=O)c1ccc(F)cc1	i	i
12	CC(C)CCNc1nc(N)c([N+](=O)[O-])c(N2CCCCCC2)n1	i	i
13	Cc1ccc(C(=O)NNC(=O)C2CCN(C(=O)OC(C)(C)C)CC2)cc1	i	i
14	CCc1ccc(Nc2ccc3nonc3c2[N+](=O)[O-])cc1	i	i
15	c1ccc2c(c1)COC(CN1CCCCC1)OC2	i	i
16	CCCCN=C(N)/C(C(=O)OCC)=C(\O)c1ccc(OC)cc1	i	i
17	COc1ccc(-c2cc(C(F)(F)F)n3nc(C(=O)N(C)Cc4ccccc4)cc3n2)cc1OC	i	i
18	Cc1cc(C)n(CC(=O)Nc2ccc3c(c2)OCO3)c(=O)c1C#N	i	i
19	Cc1cc(Nc2ccccc2)n(CCOC(=O)COc2ccccc2)n1	i	i
20	CCS(=O)(=O)Nc1cccc(C2=NN(S(=O)(=O)CC)C(c3ccccc3)C2)c1 (configuration not stated)	i	i
21	CCSc1nnc(NC(=O)C2CCN(S(=O)(=O)c3ccccc3C(F)(F)F)CC2)s1	i	i
22	CCOC(=O)C1=C(C)N(CCCC(=O)O)C(=O)NC1c1cccc(OC)c1 (configuration not stated)	i	i
23	COc1cccc(/C=N/NC(=O)C(C)n2nc(C)c([N+](=O)[O-])c2C)c1O (configuration not stated)	i	i
24	CC1CN(C(=O)CN(C)S(=O)(=O)c2ccc3ccccc3c2)CC(C)O1 (configuration not stated)	i	i
25	CC(C)Cn1c(SCC(=O)N2CCN(C(=O)c3ccco3)CC2)nc2ccccc2c1=O	i	i
26	Cc1ccc(N(CC(=O)NCCSc2nc3ccccc3s2)S(=O)(=O)c2ccccc2)c(C)c1	i	i
27	CCOC(=O)c1nn(-c2ccccc2)c2nc(-c3ccc(OC)cc3)c(C#N)c(=O)n12	i	i
28	COc1ccc(Cc2nnc(NC(=O)c3ccc(OC)c(OC)c3)s2)cc1OC	i	i
29	CCc1ccc(NC(=O)CC2C(=O)Nc3c2c(=O)n(C)c(=O)n3C)cc1 (configuration not stated)	i	i
30	S=C1Cc2ccccc2C(c2ccc(Cl)cc2)N1 (configuration not stated)	i	i
31	Cc1cc(=O)oc2cc(OCC#N)ccc12	i	i
32	O=c1c(Cl)c(NC2CC2)cnn1-c1ccccc1	i	i
33	Cc1ccc(P(=Nc2ccccc2)(N2CCOCC2)N2CCOCC2)o1	i	i
34	O=C(COC(=O)/C=C/c1cccc(C(F)(F)F)c1)NCc1ccc(F)cc1	i	i
35	CS(=O)(=O)NCc1ccc(C(=O)NCc2ccccc2)cc1	i	i
36	Cc1cc(C)n(CC(=O)N/N=C/c2cc(Br)cc([N+](=O)[O-])c2O)n1	i	i
37	Cc1ccccc1NC(=O)Cc1nnc(SCC(=O)N2CCN(c3ccccc3)CC2)n1C	i	i
38	O=C(Nc1cccnc1)c1ccc(S(=O)(=O)N2CCCCCC2)cc1	i	i
39	CN(C)/C=C/c1onc(-c2ccccc2Cl)c1C#N	i	i
40	CC(C)C(=O)Nc1c2c(nn1-c1ccc(F)cc1)CS(=O)(=O)C2	i	i
41	O=C(Cn1c(=O)oc2cc(S(=O)(=O)N3CCCC3)ccc21)N1CCCC1	i	i
42	COc1ccc(Nc2ccc(N3C(=O)CCC3=O)cc2[N+](=O)[O-])cn1	i	i
43	COc1ccc(C(=O)CSc2nnc3ccc(-c4ccccn4)nn23)cc1	i	i
44	CC(=O)Nc1ccc(NC(=O)C(C)n2c3ccccc3c3nc(=O)cc(C)n32)cc1 (configuration not stated)	i	i
45	O=C(CN1C(=O)CC(c2ccccc2)=Nc2ccccc21)NC1CCCCC1	i	i
46	COc1ccc(NC(=O)Cc2nnc(N)s2)cc1	i	i
47	Cc1[nH]c(=O)[nH]c(=O)c1S(=O)(=O)N1CCCC(C(=O)NCCc2ccccc2)C1 (configuration not stated)	i	i
48	COc1cccc(C(=O)Nc2nnc(S(=O)(=O)N(C)Cc3ccc(F)cc3)s2)c1	i	i
49	COc1ccc(/C=N/NC(=O)c2ccc(Br)cc2)c(OC)c1	i	i
50	CCOC(=O)c1c(NC(=O)/C=C/C(=O)O)sc(C)c1-c1ccc(Cl)cc1	i	i
51	c1coc(CSc2ncnc3c2oc2ccccc23)c1	i	i
52	O=C(/C=C/Nc1ccc(S(=O)(=O)Nc2ncccn2)cc1)c1cccs1	i	i
53	O=C(NNc1ncc(C(F)(F)F)cc1Cl)c1c(Cl)cccc1Cl	i	i
54	Cc1ccc(O)c(C2=Nc3ccccc3N=C(c3cccc([N+](=O)[O-])c3)C2)c1	i	i
55	COc1ccc(CCNC(=O)NC2CCCCC2)cc1OC	i	i
56	CCN(CC)c1ccc(/C=N/NC(=O)c2ccoc2C)cc1	i	i
57	CCCCCCCCCOC(=O)C1N2C(=O)[C@@H](NC(=O)COc3ccccc3)[C@H]2SC1(C)C (some centres not stated)	i	i
58	CCOC(=O)c1c(NC(=O)COc2ncnc3ccccc23)sc(C(C)=O)c1C	i	i
59	O=C(O)C=C1C2CC3CC(C2)CC1C3	i	i
60	O=C(c1ccc(F)c(S(=O)(=O)N2CCOCC2)c1)N(c1ccccc1)c1ccccn1	i	i

Next section
No.	SMILES	KCNQ2 inh	CHT inh
61	O=C(Nc1ccc(Cl)c(Cl)c1)OCCNC(=O)c1cccc(Cl)c1	i	i
62	COC(=O)c1cc(CSc2ncnc3sccc23)oc1C	i	i
63	Cc1c(Cl)ccc2c(C(N)=O)cc(-c3ccccn3)nc12	i	i
64	CCOC(=O)N1CCN(C(=O)CS(=O)Cc2nc(-c3ccc(C)cc3)oc2C)CC1 (configuration not stated)	i	i
65	Cc1cc(C(=O)NNc2c(Cl)cccc2Cl)n(C(C)(C)C)n1	i	i
66	Cc1c(/C=N/Nc2ccc(C(=O)O)cc2)c2ccccc2n1C	i	i
67	O=C(Cn1[nH]c(=O)c2ccccc2c1=O)NCc1cccnc1	i	i
68	COc1ccc2c(C)cc(SCC(=O)c3ccc4c(c3)OCO4)nc2c1	i	i
69	COCCCN(C)C1CCN(C(=O)Nc2ccc(F)cc2)CC1	i	i
70	CC(C)c1c(C(=O)N/N=C/c2cccc(OCc3ccccc3)c2)nnn1-c1nonc1N	i	i
71	O=C(/C=C/c1cccc2ccccc12)NCCC1=CCCCC1	i	i
72	COCCn1c(=O)[nH]c2cc(C(=O)NCc3cccnc3)ccc2c1=O	i	i
73	Cc1cnn(-c2cc(N/N=C/c3cccc(F)c3)ncn2)c1	i	i
74	CCc1ccccc1OCCCCCNCCO	i	i
75	CC(C)CC(C(=O)NC1CCCCC1)N(Cc1cccs1)C(=O)c1snc(C(N)=O)c1N (configuration not stated)	i	i
76	CNc1nc2c(Cl)cc(Cl)cc2s1	i	i
77	COc1ccc(N(C(=O)c2snc(C(N)=O)c2N)C(C(=O)NCc2ccccc2)c2ccc(F)cc2)c(OC)c1 (configuration not stated)	i	i
78	CC(=O)N1CCN(Cc2nc3cc(NC(=O)c4cccc(Br)c4)ccc3n2C)CC1	i	i
79	O=C1CCCCC1c1cccc2ccccc12 (configuration not stated)	i	i
80	COc1cc(C2C(S(=O)(=O)c3ccccc3)CON2C)ccc1OCc1ccc(F)cc1 (configuration not stated)	i	i

One compound at a time, as listed above. Values in the order: KCNQ2 inh	CHT inh
Record of COc1ccc(N(C(=O)c2snc(C(N)=O)c2N)C(C(=O)NCc2ccccc2)c2ccc(F)cc2)c(OC)c1 (configuration not stated) : i	i
Record of CCc1ccccc1OCCCCCNCCO : i	i
Record of CNc1nc2c(Cl)cc(Cl)cc2s1 : i	i

Rewritten with two lines to a compound: part of the list above
Below each SMILES – KCNQ2 inh, CHT inh
77: COc1ccc(N(C(=O)c2snc(C(N)=O)c2N)C(C(=O)NCc2ccccc2)c2ccc(F)cc2)c(OC)c1 (configuration not stated)
  i, i
80: COc1cc(C2C(S(=O)(=O)c3ccccc3)CON2C)ccc1OCc1ccc(F)cc1 (configuration not stated)
  i, i

New compounds follow.
No.	SMILES	KCNQ2 inh	CHT inh
81	CCOC(=O)Cc1csc(NC(=S)NC(=O)c2ccc(F)cc2)n1	i	i
82	Cc1ccc(CNC(=O)CCOc2ccc(C(C)(C)C)cc2)cc1	i	i
83	CCOCCc1c(O)nc(SCC(=O)N2CCOCC2)[nH]c1=O	i	i
84	CC1CCCC(N2CCN(C(=O)c3ccc(F)cc3)CC2)C1 (configuration not stated)	i	i
85	COC(=O)c1ccc(NS(=O)(=O)c2ccc(SC)cc2)cc1	i	i
86	O=c1[nH]c2ccc(NCc3ccccc3OCc3ccc(Cl)cc3)cc2[nH]1	i	i
87	COCCN(C(=O)CCC(=O)Nc1nccs1)C(C(=O)NCCC(C)C)c1ccc(F)cc1 (configuration not stated)	i	i
88	O=C(CN1C(=O)c2cccc3cccc1c23)N1CCN(c2ccc(F)cc2)CC1	i	i
89	O=[N+]([O-])c1nn(-c2ccc3c(c2)OCCO3)n(O)c1=NCCCO	i	i
90	CCc1nnc(NC(=O)C2CCCN2C(=O)NC2CCCCC2)s1 (configuration not stated)	i	i
91	CCn1nc(C(=O)NC2=NCCS2)c2ccccc2c1=O	.	i
92	CSc1ccc(/C=C(/Sc2nnc(-c3ccccc3)o2)C(=O)O)cc1	i	i
93	C=CCOc1ccc(C2=NOC(C(=O)Nc3ccc4c(c3)OCCO4)C2)cc1 (configuration not stated)	i	i
94	FC(F)(F)c1cccc(Cn2nnnc2-c2cccc(C(F)(F)F)c2)c1	i	i
95	O=C(O)/C=C/C(=O)NC1CCCCC1	i	i
96	CC(=O)C(C)Oc1ccc2c3c(c(=O)oc2c1)CCCC3 (configuration not stated)	i	i
97	O=C(N/N=C/C=C/c1ccc([N+](=O)[O-])cc1)c1cccs1	i	i
98	CCNC(=O)/C(=C\C=C\c1ccccc1)NC(=O)c1ccc(Br)o1	i	i
99	COc1cccc(C(=O)NCCS(=O)(=O)NCc2ccc3c(c2)OCO3)c1	i	i
100	COc1ccc(NC(=O)Cn2nnc(C(=O)NCCc3ccc(OC)c(OC)c3)c2N)cc1	i	i
101	NC(=O)CC(NC(=O)Cc1ccc(Br)cc1)c1ccc(NC2CCC2)c([N+](=O)[O-])c1 (configuration not stated)	i	i
102	O=C(NCCc1nc2ccccc2[nH]1)Nc1ccccc1	i	i
103	CCOC(=O)C1CCCCN1Cc1cccc(OCc2ccccc2)c1 (configuration not stated)	i	i
104	COc1ccc(-c2c(=O)n(OCc3nc4ccccc4[nH]3)c3ccccc3[n+]2[O-])cc1	i	i
105	COC(=O)[C@@H]1C[C@H]1[C@@H](NS(=O)(=O)c1ccccc1)c1ccccc1	i	i
106	Cc1cc(C(=O)NCc2ccc(F)cc2)c2ccccc2n1	i	i
107	O=C(c1ccc(F)cc1)N1CCCC(c2nc(-c3cccs3)no2)C1 (configuration not stated)	i	i
108	NC(=O)CC(NC(=O)Cc1cccc2ccccc12)c1ccc(N2CCC(N3CCCCC3)CC2)c([N+](=O)[O-])c1 (configuration not stated)	i	i
109	CCc1ccc(NC(=O)c2cc(S(=O)(=O)N3CCCC3)c[nH]2)cc1	i	i
110	O=[N+]([O-])c1cc(-c2nnc(-c3ccccc3)o2)ccc1Oc1ccc(Cl)cc1	i	i
111	Cc1cccc(N2CCN(C(=O)c3cc(S(=O)(=O)N4CCOCC4)cn3C)CC2)c1C	i	i
112	CN(CC(=O)Nc1ccccc1Cl)CC(=O)Nc1c(F)cccc1F	i	i
113	Cc1cccc(NC(=O)c2cc3n(n2)C(C(F)(F)F)CC(c2ccc4c(c2)OCO4)N3)c1 (configuration not stated)	i	i
114	Cc1ccc(OCC(=O)Oc2ccc(C)c(C)c2)cc1	i	i
115	Cc1c(Cl)c(=O)n2c(=O)c(Cl)c(C)n12	i	i
116	Cc1cccc(-n2c(Cc3ccccc3)n[nH]c2=S)c1	i	i
117	CCOC(=O)/C=C/C(=O)Nc1ccc(S(=O)(=O)Nc2nccs2)cc1	i	i
118	COc1cc(CN2CCN(Cc3ccccc3C(F)(F)F)CC2)cc(OC)c1OC	i	i
119	CCNC(=O)C1CC(=O)N(CCCc2ccccc2)C(=Nc2ccccc2)S1 (configuration not stated)	i	i
120	CCN1C(=O)/C(=C/N(C)C)c2ccccc21	i	i
121	C=C(C(=O)c1ccccc1)C(c1ccccc1)C(C)C(=O)c1ccccc1 (configuration not stated)	i	i
122	Cc1ccc(C(=O)NCc2ccc3c(c2)CCO3)cc1C	i	i
123	COC(=O)c1sccc1NC(=O)c1cc(-c2cccc(C)c2)nc2ccccc12	i	i
124	CCOc1ccccc1CNC(=O)c1ccc(NC(=O)C2=C(C)OCCS2)cc1	i	i
125	COC(=O)C1N[C@@H]([C@@H](NC(=O)COc2ccccc2)C(=O)NCc2ccc(OC)cc2)SC1(C)C (some centres not stated)	i	i
